Peg3 imprint = induces erasure of genomic imprints in mouse ES cells; mouse ES Peg3-LacZ reporter, beta-gal luminescence, 40 h; hit rate 0.02% among 110,000; Potency, µM (series often up to 60.7 µM), for inactives: at the top dose activity change, positive = activation, hits mostly activators;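 note: 0% = negative control wells on the plate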
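Gelatin-coated wells received 300 freshly trypsinized female ES cells with a Peg3LacZ-Neo reporter on the maternal allele, then incubated 40 hours at 37C. BetaGlo was added for 5 minutes at room temperature before a single luminescence read.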
p53ts 39C kill = kills p53ts cells at the nonpermissive temperature; hit rate 1.5% among 130,000; AID 902; Potency, µM (highest dose often 46.1 µM), for the others: at the top dose activity change, negative = cell killing, hits mostly cytotoxic; H1299-p53A138V viability at 39C, ATP luminescence, 24 h; note: nearly all actives have a fitted effect of over 55% in size
p53ts 32C kill = cytotoxicity in p53ts cells at permissive temperature; AID 924; H1299-p53A138V at 32C, ATP luminescence viability, 24 h; Potency, µM (doses to about 46.1 µM), for the others: at the top dose activity change, negative = cytotoxicity, usual class: cytotoxic; hit rate 0.93% among 130,000;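 note: 0% = DMSO and -100% = full killing by reference compound; nearly all actives have a fitted effect of over 55% in size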
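Cells: H1299 p53ts (A138V), 600/well, pre-incubated 16–30 h at 37C. Cpd up to 46 uM, 24 h, 32C. Readout: ATPlite luminescence, 20 min RT. Normalization: DMSO vs tamoxifen 100 uM. AC50 by Hill equation.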
IkB sig inh = inhibitors of IkB signaling in ABC-DLBCL cells | ABC-DLBCL IkBa-CBG/CBR dual luciferase ratio, 4 h; response scale: scaled: untreated 0%, proteasome inhibitor 100% | Potency, µM (doses to about 57.1 µM), for inactives: at the highest dose IkBa stabilization activation | hit rate 0.04% among 110,000 | AID 445; active = well fitted curve in the direction sought with a large enough effect in the signal ratio, not every such curve was filed as active; inconclusive = small, poorly fitted or top-dose-only effect, or a change in a side signal; the % refers to the signal ratio;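 note: the direction sought is a rising ratio; 0% = basal untreated cells and 100% = reference inhibitor full response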
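In this assay, an IκBα–CBG68 fusion accumulates when IKK-driven degradation is blocked; native CBR normalizes for cell number. OCI-Ly3 cells were treated 4 h with compound and doxycycline, then green and red light read after Chroma-Glo addition.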
* hit, by the source's call; ? = inconclusive; . = not tested or not shown; & = joins results of further samples; [ ] = dose if it differs, or a comment. Unless noted, calls come from the whole dose curve; as a rule, active = well fitted curve in the direction sought with a large enough effect; inconclusive = small, poorly fitted or top-dose-only effect, or another doubt; inactive = no such curve, though single readings can be large; an effect the other way counts as inactive or inconclusive. Unless noted, % is set by controls: 0 for no effect and ±100 for the full control effect; potency is the fitted concentration of half-maximal effect. Compounds as they come; overall some 1.8% were active at least once.

SMILES | Peg3 imprint | p53ts 39C kill | p53ts 32C kill | IkB sig inh
Cc1cc(C)c(C#N)c(SCC(=O)Nc2nnc(-c3ccccc3)s2)n1 | 12% | -10% | -10% | 2.1%
COc1cccc(NC(=O)C2CCCN2S(=O)(=O)c2ccc3c(c2)C(C)(C)C(=O)N3C)c1 (stereo not drawn) | -11%[10.9 µM] | -17% | 7% | 3.0%
COC(=O)c1c(NC(=O)C2c3ccccc3Oc3ccccc32)sc2c1CCC(C(C)(C)C)C2 (stereo not drawn) | -10%[10.9 µM] | -6% | 7% | ?
O=C(C1CCC(=O)N1Cc1ccccc1Cl)N1CCN(c2ccc(F)cc2)CC1 (stereo not drawn) | -21% | -6% | 1% | 0.4%
O=C(Nc1cccc(Cl)c1)c1cnc[nH]1 | -22%[10.9 µM] | 24% | -8% | ?
O=C(C1=C(O)/C(=C/c2ccc(O)cc2)CCC1)C(F)(F)F | . | 22% | 3% | .
COc1ccc(C(=O)/C=C(\N)C(F)(F)F)c(O)c1 | 1% | 15% | 8% | 0.5%
CCNC(=O)c1c(C)oc2ncn(C)c(=O)c12 | 18%[10.9 µM] | -11% | 7% | ?
COc1ccc(NC(=O)Cn2ncc3c(C)n(Cc4cccc(Cl)c4)c(C)c3c2=O)cc1 | -12%[10.9 µM] | -26% | -1% | 0.2%
Cc1csc(NC(=O)C(NS(=O)(=O)c2ccc(Br)s2)c2ccccc2)n1 (stereo not drawn) | -16% | -11% | 8% | ?
CN(C)CCSCCO | -12%[10.9 µM] | -2%[9.22 µM] | -10%[9.22 µM] | 1.9%[11.4 µM]
Cc1ccc(NC(=O)CSc2n[nH]c(-c3ccc(F)cc3)n2)cc1F | 1%[10.9 µM] | -8% | 13% | ?
Cc1c(C(=O)N2CCN(c3ncccn3)CC2)sc2nc3n(c(=O)c12)CCCC3 | 17% | 11% | 3% | 1.2%
COCCn1c(C)cc(C(=O)CSc2nc(C)nc3sc4c(c23)CCC4)c1C | -10% | 2% | -6% | 2.9%
COc1ccc(C)cc1S(=O)(=O)N1CCCC(C(=O)NCC2CCCO2)C1 (stereo not drawn) | -4% | 1% | 5% | -0.2%

In another format: results already given
smiles	Peg3 imprint	p53ts 39C kill	p53ts 32C kill	IkB sig inh
O=C(C1CCC(=O)N1Cc1ccccc1Cl)N1CCN(c2ccc(F)cc2)CC1 (stereo not drawn)	-21%	-6%	1%	0.4%
O=C(Nc1cccc(Cl)c1)c1cnc[nH]1	-22%[10.9 µM]	24%	-8%	?
O=C(C1=C(O)/C(=C/c2ccc(O)cc2)CCC1)C(F)(F)F	.	22%	3%	.

Following part.
SMILES | Peg3 imprint | p53ts 39C kill | p53ts 32C kill | IkB sig inh
Cc1cc(C)cc(Nc2nnc(-n3nc(C)cc3C)c3ccccc23)c1 | -13%[10.9 µM] | -19% | -2% | ?
COc1cc2nc(C3CCC3)n(NC(=O)C3CCCC(OC)C3)c(=O)c2cc1OC (stereo not drawn) | -8% | 1% | 13% | 1.1%
c1ccc(Cn2c(Sc3nnnn3-c3ccccc3)nnc2-c2ccccc2)cc1 | -20% | 19% | -10% | 3.9%
COc1ccc(NC(=O)c2cc3nc(-c4ccc(Cl)c(Cl)c4)cc(C(F)(F)F)n3n2)c(OC)c1 | 7%[10.9 µM] | -7% | 12% | 3.0%
COCCCNC(=O)c1[nH]c2ccccc2c1Sc1ccc(C)cc1 | -10%[10.9 µM] | 4% | 4% | ?
O=C(COc1ccccc1F)OCc1cc(=O)n2nc(C3CC3)sc2n1 | -6%[10.9 µM] | -12% | 0% | -2.2%
CC(C)C1C(=O)Nc2ccc(S(=O)(=O)NCCc3ccc(Cl)cc3)cc21 (stereo not drawn) | 3%[10.9 µM] | -10% | 11% | ?
CCc1ccc(NC(=O)CN2CCSc3ccc(S(=O)(=O)N4CCCC4)cc32)cc1 | -19%[10.9 µM] | -11% | 10% | 1.3%
O=C(Cn1nc(Cl)nc1Cl)Nc1ccccc1 | -2% | 13% | -6% | -0.1%
O=S(=O)(NCC(c1cccnc1)N1CCN(c2ccc(F)cc2)CC1)c1ccc(F)cc1 (stereo not drawn) | -14% | -3% | -3% | 5.0%
COc1cc(OC)c(NC(=O)c2csc3c2CCC(C)C3)cc1Cl (stereo not drawn) | 18%[10.9 µM] | ? | 6% | -0.9%
COc1cc(OC)c(OC)cc1CNc1sc2c(c1C(=O)Nc1ccccc1OC)CCC2 | -13%[10.9 µM] | -2% | 6% | 3.0%
CCCC(=O)Nc1cc(C(=O)NCc2ccc(OC)cc2)ccc1S(=O)(=O)c1ccc(Cl)cc1 | -16%[10.9 µM] | 6% | 10% | ?
Cc1cc(C)n(-c2cc(C)c(C)cc2Br)n1 | 11% | 8% | -2% | 1.4%
CCOC(=O)Cc1nnc(NC(=O)CSc2ccccc2)s1 | -9% | -6% | 0% | -2.8%
O=C(NCCc1ccccn1)C1CCCN(S(=O)(=O)Cc2ccccc2)C1 (stereo not drawn) | . | 11% | -9% | 8.9%
O=C(NCC(c1ccc(Cl)cc1)N1CCCCC1)c1ccc(F)cc1 (stereo not drawn) | -14%[10.9 µM] | -9% | ? | 1.3%
O=C(CC(C(=O)O)C1CCCO1)NCc1ccccc1 (stereo not drawn) | -1% | -1% | -2% | -0.4%
CN1[C@@H](CC(=O)c2ccccc2)CCC[C@@H]1C[C@@H](O)c1ccccc1 | -25%[16.8 µM] | 0%[20.6 µM] | 0%[20.6 µM] | -0.2%[11.4 µM]
Cc1nnc(SC(C)C(=O)Nc2ccc(Cl)cn2)n1Cc1ccccc1 (stereo not drawn) | -8% | 2% | 3% | 1.7%
CCOC(=O)Cc1csc(NC(=O)CSc2nnc(-c3ccc(OC)cc3)n2C)n1 | -4% | 1% | 5% | 2.4%
CC(=O)Nc1ccc(-c2nc3c(C)cccc3[nH]2)cc1 | -66%[inhibitor] | ? | ? | ?
O=c1cc(N2CCN(c3ccccc3)CC2)[nH]c(=O)n1Cc1ccc(F)cc1 | -6% | 8% | 8% | 6.9%
O=C1C2ON(c3ccccc3)C(c3ccccc3F)C2C(=O)N1c1ccccc1 (stereo not drawn) | 3% | -1% | 1% | 2.8%
Cc1ccc(C)c(Cn2nc(C)n3c(cc4cc(C)ccc43)c2=O)c1 | -5%[10.9 µM] | -12% | 2% | 1.5%
c1ccc2c(c1)[nH]c1nc(SCCN3CCOCC3)nnc12 | -21% | -16% | -12% | 2.2%
COC(=O)c1ccccc1NC(=O)Cn1nnc(-c2ccc(OC)cc2)n1 | -5%[10.9 µM] | ? | 8%&7% | 0.5%
CN1/C(=C\C(=O)COC(=O)Cn2nnc(-c3ccccc3)n2)C(C)(C)c2ccccc21 | -15% | -11% | -4% | ?
CCOc1ccc2c(c1)c1nnc(SCC(=O)N3CCCCC3C)nc1n2C (stereo not drawn) | -7% | -19% | -5% | -0.6%
COc1ccccc1C(=O)N1CCC(C(=O)c2ccc(F)cc2)CC1 | -16% | -10% | -2% | -1.4%

Arranged by molecular weight (largest number first): part of the list above
SMILES | Peg3 imprint | p53ts 39C kill | p53ts 32C kill | IkB sig inh
CCOC(=O)Cc1csc(NC(=O)CSc2nnc(-c3ccc(OC)cc3)n2C)n1 | -4% | 1% | 5% | 2.4%
CCOc1ccc2c(c1)c1nnc(SCC(=O)N3CCCCC3C)nc1n2C (stereo not drawn) | -7% | -19% | -5% | -0.6%
O=C1C2ON(c3ccccc3)C(c3ccccc3F)C2C(=O)N1c1ccccc1 (stereo not drawn) | 3% | -1% | 1% | 2.8%
CN1[C@@H](CC(=O)c2ccccc2)CCC[C@@H]1C[C@@H](O)c1ccccc1 | -25%[16.8 µM] | 0%[20.6 µM] | 0%[20.6 µM] | -0.2%[11.4 µM]
Cc1ccc(C)c(Cn2nc(C)n3c(cc4cc(C)ccc43)c2=O)c1 | -5%[10.9 µM] | -12% | 2% | 1.5%
CC(=O)Nc1ccc(-c2nc3c(C)cccc3[nH]2)cc1 | -66%[inhibitor] | ? | ? | ?

Next section:
SMILES | Peg3 imprint | p53ts 39C kill | p53ts 32C kill | IkB sig inh
CCOc1ccc(C(=O)Nc2nnc(S(=O)(=O)Nc3ccccc3)s2)cc1 | -16%[10.9 µM] | -1% | 2% | -1.9%
Cc1ccc(-n2nc(C)c3c(C)cc(=O)n(CC(=O)N4CCCc5ccccc54)c32)cc1 | -7%[10.9 µM] | 3% | 5% | ?
CCn1c2ccc(OC)cc2c2nc3ccccc3nc21 | . | -4% | 14% | .
CCOC(=O)C1CCCCN1S(=O)(=O)c1csc(C(N)=O)c1 (stereo not drawn) | -5%[10.9 µM] | 1% | 1% | -1.9%
CCOC(=O)c1c(C)oc2nc(C)nc(N3CCN(c4cccc(C(F)(F)F)c4)CC3)c12 | -10%[10.9 µM] | 10% | -5% | ?
CS(=O)(=O)N(CC(=O)O)c1cc(Cl)cc(Cl)c1 | -11% | 4% | 3% | -0.7%
CCCCOC(=O)c1cccc(NC(=O)CCC(=O)O)c1 | 3% | 14% | -3% | 0.8%
C=C(Br)Cn1c(CC(C)C)nc2ccccc21 | -7% | -2% | 14% | 2.3%
c1ccc(CCc2nn3c(Cn4nnc5ccccc54)nnc3s2)cc1 | -15% | 4% | -1% | 2.1%
COC(=O)n1c(=O)oc2ccccc21 | -6% | -5% | 0% | 0.7%
CC1CCN(C(=O)c2cc(-c3cccc(Cl)c3)on2)CC1 | 0%[10.9 µM] | -5% | 2% | ?
CCOC(=O)c1oc2ccccc2c1CN1CCN(c2ccccc2)CC1 | -24% | -1% | 1% | 2.1%
FC(F)(F)c1ccc(N2CCN(c3cc(-c4ccccc4)nc4ncnn34)CC2)nc1 | -14% | -8% | 4% | ?
CCSc1nnc(CNC(=O)C23CC4CC(CC(C4)C2)C3)n1C1CCCCC1 | . | 12% | -21% | .
CCC(=O)N(CCC(c1ccccc1)c1ccc2c(c1)OCO2)Cc1ccc(OC(C)C)cc1 (stereo not drawn) | -15%[10.9 µM] | -13% | 2% | 16%
CCOC(=O)c1cnc(SCc2ccccc2)nc1N | -38%[inhibitor] | -15% | -14% | -2.6%
O=C(CN1C(=O)C2C3C=CC(C3)C2C1=O)NCCc1ccccc1Cl (stereo not drawn) | -4% | -4% | -8% | -1.4%
CCCNC(=O)C1=CC(c2ccc3c(c2)OCO3)=NS(=O)(=O)N1C | -14%[10.9 µM] | -4% | -1% | -1.2%
Cc1cc(C)n(CC(O)COCc2ccco2)n1 (stereo not drawn) | -4% | -2% | 0% | 1.5%
COc1ccc(C(C)=O)cc1COC(=O)c1ccc(OCc2c(C)noc2C)cc1 | -1% | -14% | -13% | 0.5%
Cc1noc(-c2ccccc2OCC(=O)Nc2cccc([N+](=O)[O-])c2)n1 | -9%[10.9 µM] | -15% | -4% | ?
COc1ccc(-n2c(=O)c(C)nc3cnc(Nc4cccc(OC)c4)nc32)cc1 | . | 8% | 9% | -6.6%[11.4 µM]
CCCCCOC(=O)NCC(O)c1ccccc1 (stereo not drawn) | -55%[inhibitor] | -12% | -19% | ?
COc1cccc(CNC(=O)C(CC(C)C)NS(=O)(=O)c2ccc3c(c2)oc(=O)n3C)c1 (stereo not drawn) | -10%[10.9 µM] | -6% | 9% | 0.0%
O=C(NCc1ccc2c(c1)OCO2)c1ccc2c(c1)N(Cc1c(F)cccc1Cl)C(=O)c1ccccc1S2 | -13%[10.9 µM] | 21% | 14% | ?
Fc1ccc(Nc2nc(-c3ccc(F)cc3)c3c(n2)-c2ccccc2OC3)cc1 | -13%[10.9 µM] | -7% | -1% | 1.0%
Cn1c(C(=O)O)c(CC(=O)NCc2cccnc2)c2ccccc21 | 7% | -2% | 4% | -1.4%
O=C(CN1C(=O)CSc2ccc(S(=O)(=O)N3CCOCC3)cc21)NCCCN1CCCCC1 | ? | -11% | -1% | 2.5%
COc1ccc(C(=O)NCc2nnc(SCC(=O)Nc3ccccc3)n2-c2ccc(F)cc2)cc1 | -9%[10.9 µM] | -5% | 6% | ?
O=c1cnn(-c2ccccc2)c(-c2ccccc2)c1 | -15% | -24% | -10% | -0.3%
CN(C)C(C(=O)NC1CCCCC1)c1ccc(Cl)cc1 (stereo not drawn) | -31%[inhibitor] | -14% | -3% | 0.8%
CCCn1c(=O)c2sccc2n2c(CCCC(=O)NCc3ccccc3)nnc12 | -11%[10.9 µM] | 18% | -1% | -0.2%
